# West Nile virus CPE – West Nile virus antiviral activity, cell-based, CPE readout (AID 1621). West Nile virus-infected cells, CPE inhibition; higher % means a stronger effect. one-dose CPE inhibition, % at 10 µM; IC50 in µM for titrated hits. 0.02% of 290,000 active; in the data active means a potency from the dose series; inconclusive means CPE inhibition mostly from about 3.7% at the one dose, without a potency; inactive means the rest, 99 in 100 with CPE inhibition below about 2.2%; further: strong numbers were not always called active
# b-catenin transl – modulators of beta-catenin nuclear translocation; HeLa beta-catenin nuclear translocation, immunofluorescence imaging; nuclear translocation activity, % at 5 µM; 0.3% of 190,000 active; AID 1665;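 active means nuclear translocation activity above 50% at 5 µM, with a well cell count of 50 or more; inconclusive means wells under 50 cells across six images, flagged as toxic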;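 further: per-cell ratio of nuclear to cytoplasmic median beta-catenin stain intensity; plate controls were DMSO negative control for no effect and GSK-3 inhibitor IX positive control for full effect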
#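 Assay system: human HeLa cells, native beta-catenin; doses: 5 µM primary, 0.02–20 µM confirmation; incubation: compound treatment 24 h, 37°C, 5% CO2; technique: fluorescence imaging of beta-catenin antibody stain plus DAPI; measure: % activation, nuclear-to-cytoplasmic median beta-catenin signal ratio per cell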
# WT yeast gro inh – growth inhibition of WT yeast, mitochondrial fusion screen. AID 1362. 2.1% of 190,000 active. mitochondrial fusion phenotypic screen, WT strain. inhibition, % at 10 µM; in the data active means inhibition above about 58%; tested in S. cerevisiae
# RSV CPE inhibition – inhibition of RSV-induced cytopathic effect – HEp-2 cells, primary 10 µM value included (AID 2391) | 0.13% of 310,000 active | HEp-2 cells, RSV-induced CPE inhibition; higher % means a stronger effect | one-dose CPE inhibition, % at 10 µM; IC50 in µM for titrated hits; in the data active means a potency from the dose series; inconclusive means CPE inhibition mostly from about 23% at the one dose, without a potency; inactive means the rest, 99 in 100 with CPE inhibition below about 21%; further: strong numbers were not always called active
# T cell modulator – modulates CD8 T cell binding to vesicles. calls only at 7 µM. 0.068% of 330,000 active. 2C CD8+ T cell-vesicle binding, flow cytometry; active compounds read low;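 active means response, share of CD8 T cells binding vesicles, and their 90th percentile fluorescence all below set limits, cut at about 80% in these data, passing the limit was not always enough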
#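 Benchmarks: naked versus QL9-loaded vesicles / Assay system: purified 2C TCR transgenic mouse naive CD8+ T cells / Technique: high-throughput flow cytometry with anti-B7-1 and anti-CD8 staining / Timing: Cell–vesicle co-incubation 1.5 h at 37 °C, staining 20 min on ice / Read-out: percent CD8+ FL2 mean versus row control / Probe or stimulus: QL9-loaded Drosophila micro-vesicles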
# PhoP inhibition – inhibitors of PhoP regulon expression, primary screen, Salmonella Typhimurium, GFP reporter (AID 1863). inhibition, % at 50 µM; hits with a dose series show IC50 in µM. S. Typhimurium PhoP-regulated promoter GFP reporter, 4 h; higher % means a stronger effect. 0.16% of 300,000 active;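 active means inhibition over 29.93%, a cutoff 3 SD above the screen mean, later confirmed by dose response; inconclusive means inhibition over 29.93% but no dose response follow-up; inactive means inhibition at most 29.93% or unconfirmed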;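 further: 0% = low Mg2+ inducing control and 100% = high Mg2+ repressing control; strong numbers were not always called active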
# Large T inhibition – SV40 large T antigen inhibitors, biochemical (AID 1903) | SV40 large T antigen ATPase/helicase inhibition assay; higher % means a stronger effect | inhibition, % at 20 µM, or IC50 in µM where a hit was titrated | 0.39% of 310,000 active; in the data active means a potency from the dose series; inconclusive means inhibition mostly from about 32% at the one dose, without a potency; inactive means the rest, 99 in 100 with inhibition below about 32%; further: strong numbers were not always called active
# MgcRacGAP inhibition – MgcRacGAP GTPase-activating activity inhibitors, confirmation, biochemical, ADP Hunter fluorescence; inhibition, % at 30 µM; hits with a dose series show IC50 in µM; MgcRacGAP-stimulated Rac1 GTP hydrolysis, ADP Hunter fluorescence; higher % means a stronger effect; GST-tagged Rac1 F28L mutant substrate; 0.6% of 340,000 active;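 active means first-screen hits whose inhibition reached a set limit at any dose in the follow-up dose series; inconclusive means inhibition above the set first-screen limit but never retested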;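 further: fluorescence reports GDP produced by GAP-driven GTP hydrolysis; strong numbers were not always called active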
# Myeloid diff MLP – myeloid differentiation induction. ER-HoxA9 myeloid progenitors, lysozyme-GFP differentiation, flow cytometry. 1% of 360,000 active. calls only at 10 µM;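 active means normalized GFP-positive differentiation at or above the plate's own cutoff, the solvent-only control mean plus 3 SD; inconclusive means no clear call, values can overlap the other calls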;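 further: cells exposed to compound for four days before flow analysis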
# WT yeast gro inh mutant strain – recorded beside WT yeast gro inh, whose call it bears; inhibition, %; mitochondrial fusion phenotypic screen, mutant strain inhibition
# b-catenin transl cell count 5 µM – recorded beside b-catenin transl, whose call it bears; cell count; measured here: cell count, cytotoxicity flag
# T cell modulator vesicle-bound % – also measured in T cell modulator; calls as there; double positive events, %; measured here: CD8+ vesicle-bound cell fraction;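 binding gate set so that unloaded-vesicle control wells show 10% double positive cells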
# Myeloid diff MLP GFP+ MAC1+ % – also measured in Myeloid diff MLP; calls as there; GFP+ MAC1+ double positive, %; measured here: differentiation confirmed by MAC1 staining
# Active calls of the source: *; i = inactive; ? = inconclusive; / = no result given. Rows were taken by chance; overall some 3.6% were active at least once.
structure	West Nile virus CPE	b-catenin transl	b-catenin transl cell count 5 µM	WT yeast gro inh	WT yeast gro inh mutant strain	RSV CPE inhibition	T cell modulator	T cell modulator vesicle-bound %	PhoP inhibition	Large T inhibition	MgcRacGAP inhibition	Myeloid diff MLP	Myeloid diff MLP GFP+ MAC1+ %
Cc1ccccc1NC(=O)C1c2cccc[n+]2CC(=O)N1c1c(C)cccc1C (centres undefined)	0.7%	-3.6	1009	-23	3	1.3%	i	17	-14%	14%	5%	i	0.6
CCn1c(C)nc([N+](=O)[O-])c1C(=O)O	-0.3%	0.8	1107	6	12	-1.3%	i	53	2%	9%	8%	i	0.2
COc1ccc(N2CC(C(=O)Nc3ccc(S(=O)(=O)N4CCCCC4)cc3)CC2=O)cc1 (centres undefined)	-0.2%	/	/	/	/	4.4%	i	45	-6%	8%	6%	i	0.7
O=C(CSc1nc2ccccc2c(=O)n1-c1ccccc1F)NC1CCS(=O)(=O)C1 (centres undefined)	/	/	/	/	/	1.3%	i	42	/	/	9%	i	0.3
OCCn1c(-c2ccc3c(c2)OCO3)csc1=Nc1ccccc1	0.6%	0.0	915	3	-6	1.8%	i	17	-3%	8%	9%	i	0.8
Brc1ccc(-c2nnc(-c3ccccc3Br)o2)cc1	-0.8%	2.4	752	3	0	1.9%	i	34	-4%	10%	0%	i	0.9
CCOC(=O)c1c(-c2cccc(C)c2)csc1NC(=O)C1CC=CCC1C(=O)O (centres undefined)	-0.3%	-0.5	1134	6	12	1.3%	i	58	6%	24%	8%	i	0.7
O=C(c1ccccc1NS(=O)(=O)c1ccc(F)cc1)N1CCCCC1	0.5%	/	/	/	/	1.2%	i	27	-2%	17%	5%	i	0.8
COc1ccc(/C=C/C(=O)N(C)c2ccccc2C(=O)O)cc1	0.4%	-1.8	1110	-6	11	0.9%	i	44	5%	17%	2%	i	0.3
CCn1c(SCC(=O)NCc2cccs2)nnc1-c1cccs1	-0.3%	/	/	-5	-30	1.4%	i	52	-6%	-3%	0%	i	2.4
O=C(NNC(=O)c1sccc1-n1cccc1)c1ccc(F)cc1	-0.1%	-2.7	1073	-14	-8	-0.9%	i	20	-1%	19%	6%	i	0.9
Cn1cc(/C=C2/SC(=O)N(CC(=O)Nc3ccc4c(c3)OCO4)C2=O)c2ccccc21	0.8%	/	/	-15	-17	-1.2%	i	28	9%	-2%	7%	i	6.7
CC(C)=NOCC(=O)Nn1c(COc2ccccc2)nc2ccccc2c1=O	-0.5%	/	/	/	/	0.3%	i	43	6%	2%	-2%	i	0.5
O=C(CCOc1ccccc1)N1CCN(S(=O)(=O)c2cccs2)CC1	0.4%	-2.5	945	-3	-15	1.4%	i	41	0%	-1%	6%	i	0.9
N#CC(C#N)=CNc1cccnc1	2.1%	-6.2	1198	/	/	2.2%	i	53	2%	7%	7%	i	0.6
O=C(OC(C(=O)Nc1ccc([N+](=O)[O-])cc1Br)c1ccccc1)c1ccccc1 (centres undefined)	-1.1%	-3.1	1109	4	9	3.9%	i	33	-6%	7%	12%	i	0.6
CN(C)CCOC1c2ccccc2CSc2ccccc21 (centres undefined)	/	/	/	/	/	0.3%	i	29	/	18%	18%	i	0.8
CCOC(=O)c1c(C)c(C#N)c2c3ccccc3ccn12	0.2%	1.5	1110	9	1	5.2%	i	43	-14%	-4%	11%	/	/
O=C(NC(=S)Nc1ccc(S(=O)(=O)Nc2ccccc2)cc1)C1CC1	-1.0%	7.7	817	25	9	22%	i	38	-1%	21%	-1%	i	0.2
Cc1cccc(N2C(=O)CC(N3CCOCC3)C2=O)c1 (centres undefined)	-0.2%	-2.5	1192	-11	-13	0.7%	i	41	-8%	15%	5%	i	0.6
CCOC(=O)c1sc(NC(=O)C(C)C)c(C#N)c1C	-0.3%	-2.8	1020	12	17	0.1%	i	33	-2%	9%	15%	i	0.6
CC(C)CN(C(=O)COC(=O)CN1C(=O)c2ccccc2C1=O)c1c(N)n(Cc2ccccc2)c(=O)[nH]c1=O	/	/	/	/	/	1.3%	i	28	5%	12%	3%	i	0.3
NC(CS(=O)O)C(=O)O (centres undefined)	0.7%	/	/	/	/	-0.4%	i	51	2%	4%	8%	i	0.9
COc1ccc(-c2ccnc3nc(/N=C/N(C)C)nn23)cc1	1.0%	-0.8	1072	5	15	-1.6%	i	50	1%	3%	/	/	/
CCOC(=O)CNC(=O)C(=O)c1c(O)[nH]c2ccccc12	1.2%	/	/	0	8	0.5%	i	20	-6%	14%	15%	i	0.7
CN(C)c1ccc(C(=O)NNC(=O)Nc2ccccc2)cc1	1.1%	-2.2	1129	9	2	0.1%	i	49	1%	-2%	14%	i	0.0
Cc1cccc(C)c1NC(=O)c1ccccc1C(=O)O	0.0%	/	/	/	/	-0.2%	i	20	-3%	2%	8%	i	0.9
Cc1cc(-c2ccc(S(=O)(=O)N3CCc4ccccc4C3)s2)on1	-0.9%	/	/	/	/	0.8%	i	52	1%	15%	0%	i	0.4
COc1ccc(OC)c(NC(=O)COC(=O)/C=C/c2ccccc2Cl)c1	0.0%	2.2	1075	-4	4	0.9%	i	40	-12%	-4%	2%	i	0.2
Cc1noc(NS(=O)(=O)c2ccc(NC(=O)CCCOc3ccc(Cl)cc3Cl)cc2)c1C	0.0%	-0.1	1263	-16	-5	7.2%	i	58	5%	12%	7%	i	0.9
O=C(OCC(=O)N(C1CCCCC1)C1CCCCC1)c1ccc(O)cc1	-0.4%	/	/	/	/	3.2%	i	6	-3%	1%	6%	i	0.5
O=C(NCc1ccc2c(c1)OCO2)c1cc(-c2cc(Cl)ccc2O)n[nH]1	-0.6%	0.4	1154	/	/	-0.6%	i	46	-4%	2%	11%	i	0.7
O=C(CSc1ccccc1F)NC1CCS(=O)(=O)C1 (centres undefined)	-0.8%	-7.1	1111	-18	8	1.5%	i	56	-1%	7%	3%	i	0.0
Cc1ccc(O)c(C(CC(=O)N2CCCC2)c2ccccc2)c1 (centres undefined)	-1.1%	-0.8	459	0	-8	0.9%	i	43	-6%	-7%	2%	i	0.1
O=C(CN1CCC(n2nnc3cc(F)ccc32)CC1)NCc1ccco1	0.1%	1.5	648	3	0	3.2%	i	37	1%	11%	9%	i	0.2
COc1ccc(CCNC(=O)C23CCC(C)(C(=O)C2=O)C3(C)C)cc1OC (centres undefined)	-0.2%	0.3	1542	-21	-8	0.9%	i	45	-5%	12%	7%	i	0.1
CC(C)CC(NC(=O)C1CCC(=O)N1)C(=O)NC(CC(C)C)C(=O)N1CCCC1C(N)=O (centres undefined)	0.1%	/	/	/	/	0.3%	i	59	10%	6%	7%	i	0.7
CC(=O)N(c1cccc(Br)c1)c1nc(C)cc(C)c1C#N	-0.2%	1.0	1296	/	/	/	i	24	-10%	16%	10%	i	0.6
CCOC(=O)CSC1=NC(=O)CS1	-0.7%	-0.6	1420	7	0	2.4%	i	18	-4%	-1%	8%	i	0.8
COc1ccc(Nc2cc(Cl)nc(N)n2)cc1OC	0.2%	-1.0	1110	-10	-6	0.1%	i	43	11%	6%	7%	i	0.1
COc1ccc(OCCCC(=O)Oc2ccc(OC)cc2)cc1	0.2%	/	/	11	-7	0.1%	i	13	-2%	7%	4%	i	0.4
O=C(NC(Cc1ccccc1)c1ccc2c(c1)OCCCO2)c1ccccc1 (centres undefined)	-0.5%	-5.7	1053	22	29	1.1%	i	51	-7%	14%	11%	i	1.1
Cc1ccc(CNC(=O)CCS(=O)(=O)Cc2ccc(C)cc2)cc1	-0.3%	/	/	/	/	-0.1%	i	15	3%	3%	-10%	i	2.7
O=C(O)CCCn1cc(NC(=O)COc2ccc([N+](=O)[O-])cc2)cn1	0.1%	0.6	1123	0	-4	2.5%	i	39	-4%	2%	3%	i	0.2
Nc1nc(SCC(=O)Nc2ccc([N+](=O)[O-])cc2)[nH]c(=O)c1NC(=O)c1ccc(Br)o1	-0.1%	/	/	/	/	1.1%	i	4	-1%	-4%	9%	i	1.1
CC1CC(=O)Nc2ccccc2N1S(=O)(=O)c1cccc(Cl)c1 (centres undefined)	-0.6%	-2.9	1145	-2	6	0.8%	i	45	-3%	11%	6%	i	0.2
COc1ccc(-c2cc3nc(C)c(CCC(=O)N4CCN(c5ccccn5)CC4)c(C)n3n2)c(OC)c1	0.3%	0.3	1141	4	-8	3.1%	i	53	-7%	12%	7%	i	0.5
Cc1ccc(Cl)cc1N1CCN(Cc2nc3ccsc3c(=O)[nH]2)CC1	0.1%	-0.1	1108	4	8	?	i	24	-5%	2%	6%	i	0.9
O=C1NC(c2ccccc2)(C(F)(F)F)SC2=NCCCN12 (centres undefined)	-0.3%	/	/	2	10	0.0%	i	22	15%	5%	13%	i	2.6
CCN(CC)C(=O)C(=O)c1c(-c2ccccc2)[nH]c2ccccc12	0.6%	0.5	1139	-15	10	2.3%	i	51	-1%	0%	1%	i	0.9
Cc1cc(C)c(NC(=O)C(C)(C)C)c(Cl)c1	1.1%	0.4	955	1	8	0.4%	i	54	4%	5%	12%	i	1.8
CCC(=O)Nc1ccc(S(=O)(=O)c2ccc(NC(=O)CC)cc2)cc1	0.2%	-0.3	1176	20	15	0.4%	i	16	-3%	18%	4%	i	7.0

# An excerpt of these results, as labelled records:
> O=C1NC(c2ccccc2)(C(F)(F)F)SC2=NCCCN12 (centres undefined)
  West Nile virus CPE: -0.3%
  b-catenin transl: /
  b-catenin transl cell count 5 µM: /
  WT yeast gro inh: 2
  WT yeast gro inh mutant strain: 10
  RSV CPE inhibition: 0.0%
  T cell modulator: i
  T cell modulator vesicle-bound %: 22
  PhoP inhibition: 15%
  Large T inhibition: 5%
  MgcRacGAP inhibition: 13%
  Myeloid diff MLP: i
  Myeloid diff MLP GFP+ MAC1+ %: 2.6
> CCN(CC)C(=O)C(=O)c1c(-c2ccccc2)[nH]c2ccccc12
  West Nile virus CPE: 0.6%
  b-catenin transl: 0.5
  b-catenin transl cell count 5 µM: 1139
  WT yeast gro inh: -15
  WT yeast gro inh mutant strain: 10
  RSV CPE inhibition: 2.3%
  T cell modulator: i
  T cell modulator vesicle-bound %: 51
  PhoP inhibition: -1%
  Large T inhibition: 0%
  MgcRacGAP inhibition: 1%
  Myeloid diff MLP: i
  Myeloid diff MLP GFP+ MAC1+ %: 0.9
